# AGP1-GFP MLPCN – modulators of AGP1-GFP expression in yeast TOR pathway, primary screen, cell-based, multiplex flow cytometry, S. cerevisiae, MLPCN library; 3 h; GFP as percent of DMSO wells; GFP response vs DMSO, % at 10 µM; 320,000 compounds, 0.02% hits;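 active = GFP response relative to DMSO above a set limit, near screen average plus 3 SD, cut at about 150% in these data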;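 also: median GFP channel fluorescence of the gated AGP1 strain per well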
# MEX-5 binding – MEX-5 zinc finger RNA-binding disruptors – biochemical, C. elegans, fluorescence polarization, MLPCN library, primary screen | MEX-5/FITC-TCR2 RNA binding; stronger effect = lower value | Zinc finger protein mex-5 (Caenorhabditis elegans), Q9XUB2 | activity score (negative = inhibition of binding), % at 10 µM | 300,000 compounds, 0.38% hits | AID 1832, 2009;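 active = inhibition past about -25% in most replicates, and total fluorescence under double the plate's negative control median, limit read from the data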;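 also: 0% = DMSO and -100% = 5 µM competing unlabeled TCR2 RNA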
# GRK2 inh – compounds blocking aptamer binding on GRK2 – biochemical, human GRK2, bead flow cytometry, HTS, primary screen | Beta-adrenergic receptor kinase 1 (Homo sapiens), P25098 | FAM-aptamer displacement from GRK2 | inhibition of aptamer binding, % at 10 µM | AID 488847, 2010 | 330,000 compounds, 0.59% hits;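 active = inhibition of aptamer binding above 40%, roughly 3 SD of noise, on plates passing a quality check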;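 also: median bead fluorescence of bound FAM aptamer so fluorescent compounds give negative values; no value below 0 was filed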
# Yeast superoxide – reduction of superoxide in aged yeast, primary screen, HTS | S. cerevisiae aged cells, superoxide DHE fluorescence; stronger effect = lower value | superoxide response (% of plate mean), % at 10 µM | 330,000 compounds, 0.18% hits | AID 2690, 2010;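 active = superoxide response under a set limit, about three screen SD below normal, cut at about 65% in these data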;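 also: yeast aged for seven days with compound at 30 °C before DHE staining; 100% = average MFI of all compound-treated wells on the plate with controls excluded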
# BCLXL inh – inhibitors of human Bcl-xL, primary screen, biochemical, fluorescence polarization, HTS. Bcl-2-like protein 1 (Homo sapiens), Q07817. GST-Bcl-xL / FITC-Bim BH3 peptide fluorescence polarization. inhibition, % at 10.9 µM. 320,000 compounds, 0.7% hits. AID 2129, 2009;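 active = inhibition above the mean of all tested compounds plus 3 SD, cutoff set per campaign, cut at about 30% in these data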;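 also: 0% = DMSO wells and 100% = unlabeled Bim-BH3 peptide competitor; inhibitors lower millipolarization by displacing the labeled peptide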
# Target sequence (Q07817 whole entry, looked up): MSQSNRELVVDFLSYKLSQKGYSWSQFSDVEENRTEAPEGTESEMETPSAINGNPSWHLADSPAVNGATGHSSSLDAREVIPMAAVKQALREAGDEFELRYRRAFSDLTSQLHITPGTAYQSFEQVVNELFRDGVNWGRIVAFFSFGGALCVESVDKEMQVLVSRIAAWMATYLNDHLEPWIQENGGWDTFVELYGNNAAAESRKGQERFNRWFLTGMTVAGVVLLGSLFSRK
# MCL1 BIM primary – inhibitors of MCL1 binding to BIM-BH3, primary screen, biochemical, fluorescence polarization. GST-MCL1 / FITC-Bim-BH3 fluorescence polarization. 320,000 compounds, 0.68% hits. Induced myeloid leukemia cell differentiation protein Mcl-1 (Homo sapiens), Q07820. AID 2057, 2009. inhibition, % at 10.9 µM;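 active = inhibition above the mean inhibition of all tested compounds plus 3 SD, set per campaign, cut at about 40% in these data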;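 also: 0% = DMSO wells and 100% = unlabeled Bim-BH3 peptide control; higher means more loss of mP so more displacement of Bim peptide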
# Target sequence (Q07820 whole entry, looked up): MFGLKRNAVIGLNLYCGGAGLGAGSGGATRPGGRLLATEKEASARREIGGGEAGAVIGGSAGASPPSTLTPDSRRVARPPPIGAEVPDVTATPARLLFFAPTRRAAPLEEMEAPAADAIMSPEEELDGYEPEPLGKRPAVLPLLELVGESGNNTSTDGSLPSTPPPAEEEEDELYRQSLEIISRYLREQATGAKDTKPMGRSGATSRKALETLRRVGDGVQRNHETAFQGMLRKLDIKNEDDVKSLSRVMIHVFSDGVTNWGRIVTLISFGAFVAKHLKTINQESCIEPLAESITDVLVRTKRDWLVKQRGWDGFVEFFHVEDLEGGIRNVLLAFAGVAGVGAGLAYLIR
# CIT2 TOR yeast – modulators of CIT2-GFP expression in yeast, primary screen, S. cerevisiae, GFP fusion, multiplex flow cytometry, MLPCN library; GFP response vs DMSO, % at 10 µM; AID 2029, 2009; 320,000 compounds, 0.065% hits; S. cerevisiae CIT2-GFP strain, 3 h; 100 means same as DMSO wells;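 active = GFP response relative to DMSO above a set limit, near the screen mean plus 3 SD, cut at about 150% in these data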;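 also: ratio of well median GFP fluorescence to mean of DMSO wells on the plate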
# GLD-1 RNA inh – GLD-1/TGE RNA complex disruptors, primary screen, biochemical, fluorescence polarization; AID 2280, 2010; purified GLD-1 + fluorescein TGE RNA; 320,000 compounds, 0.44% hits; Female germline-specific tumor suppressor gld-1 (Caenorhabditis elegans), Q17339; inhibition, % at 5.96 µM;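 active = percent inhibition above a per-plate cutoff, the plate mean of test compounds plus 3 SD, cut at about 30% in these data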;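 also: 0% = DMSO wells with GLD-1 and probe and 100% = wells lacking GLD-1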
# Target sequence (Q17339 whole entry, looked up): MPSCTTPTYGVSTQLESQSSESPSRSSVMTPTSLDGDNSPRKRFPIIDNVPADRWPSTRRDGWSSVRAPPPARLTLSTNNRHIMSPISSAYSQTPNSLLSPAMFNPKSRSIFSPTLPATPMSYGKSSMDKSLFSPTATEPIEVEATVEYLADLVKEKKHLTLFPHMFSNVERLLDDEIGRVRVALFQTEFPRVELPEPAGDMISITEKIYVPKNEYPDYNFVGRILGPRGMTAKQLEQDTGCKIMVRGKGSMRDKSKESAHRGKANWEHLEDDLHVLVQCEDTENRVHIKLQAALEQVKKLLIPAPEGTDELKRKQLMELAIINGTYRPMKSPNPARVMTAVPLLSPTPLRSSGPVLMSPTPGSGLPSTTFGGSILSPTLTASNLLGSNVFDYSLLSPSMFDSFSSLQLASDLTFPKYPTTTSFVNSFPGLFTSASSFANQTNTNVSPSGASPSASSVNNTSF
# VLA-4 inh – inhibition in human VLA-4 binding assay, primary screen, VLA-4 allosteric modulator project, MLPCN library, flow cytometry, VLA-4 expressing cells; Integrin alpha-4 (Homo sapiens), P13612; ligand binding flow cytometry; inhibition, % (about 7 µM as worked out from the volumes in the protocol); 330,000 compounds, 0.2% hits; in the data active = inhibition above about 50%
# An asterisk follows results filed as active; i = inactive; x = not tested or not shown.
SMILES,AGP1-GFP MLPCN,MEX-5 binding,GRK2 inh,Yeast superoxide,BCLXL inh,MCL1 BIM primary,CIT2 TOR yeast,GLD-1 RNA inh,VLA-4 inh
O=C(Nc1cccc(C(F)(F)F)c1)C1CC(=O)N(CCc2ccccc2)C1 (centres undefined),103,x,0,92,7,6,89,6,2
Cc1ccc(CC(=O)NCCS(=O)c2ccc(Cl)cc2)cc1 (centres undefined),101,0.8,1,82,8,-1,114,-2,7
O=C(CN1C(=O)COc2ccccc21)NCCCN1CCCC1,103,1.6,4,86,7,2,99,0,31
Cc1ccc(NC(=S)NCc2ccc(Cl)cc2)c(C)c1,95,5.9,0,78,3,13,94,0,6
CCC(CC)Nc1ccc(C(CC(N)=O)NC(=O)Cc2cccc3ccccc23)cc1[N+](=O)[O-] (centres undefined),108,5.4,2,99,-8,-21,102,-9,2
OCc1nnn(-c2ccccc2)c1CO,100,4.0,0,102,x,x,97,x,24
Cc1cccc(OCC(=O)N2CCN(C(=O)Cc3ccccc3)CC2)c1,99,3.3,0,83,5,8,101,4,-2
COc1cccc(CN(C(=O)/C=C/c2ccc(Cl)cc2)C2CCS(=O)(=O)C2)c1 (centres undefined),108,-2.8,3,117,8,7,101,-4,-7
Cc1c(NC(=S)NC(=O)c2cc3ccccc3o2)cccc1C(=O)O,90,-1.3,3,104,10,14,94,-1,12
CCCCn1c(N)c(N(CCOC)C(=O)c2ccc(S(=O)(=O)N3CCCCCC3)cc2)c(=O)[nH]c1=O,108,1.3,0,96,-9,-4,101,7,-2
COC(=O)C1=C(C)N(CCCC(=O)O)C(=O)NC1c1ccccc1OS(=O)(=O)c1ccccc1[N+](=O)[O-] (centres undefined),79,-4.0,0,104,5,7,67,0,13
COc1ccc(C(=O)C2CCCN(C(=O)Cn3ccc(C)n3)C2)cc1OC (centres undefined),102,1.0,0,92,7,7,113,7,8
CSCCCNC(=S)N1CCN(c2ccc(C(C)=O)cc2)CC1,97,0.7,3,94,4,10,x,0,8
COC(=O)C1=C(C)NC(C)=C(C(=O)OC)C1c1ccc(OC(=O)c2ccco2)cc1,83,1.2,0,71,5,1,101,3,12
O=C(NCc1ccco1)c1sc2ccccc2c1Cl,87,1.3,2,106,8,4,90,3,2

# An excerpt from above with just BCLXL inh, Yeast superoxide and CIT2 TOR yeast:
SMILES | BCLXL inh | Yeast superoxide | CIT2 TOR yeast
Cc1ccc(NC(=S)NCc2ccc(Cl)cc2)c(C)c1 | 3 | 78 | 94
CCC(CC)Nc1ccc(C(CC(N)=O)NC(=O)Cc2cccc3ccccc23)cc1[N+](=O)[O-] (centres undefined) | -8 | 99 | 102
OCc1nnn(-c2ccccc2)c1CO | x | 102 | 97

# (continued)
SMILES,AGP1-GFP MLPCN,MEX-5 binding,GRK2 inh,Yeast superoxide,BCLXL inh,MCL1 BIM primary,CIT2 TOR yeast,GLD-1 RNA inh,VLA-4 inh
Cc1cc(CC(C)C)n(-c2nc3ccccc3c(=O)n2OCC(=O)N(C)C)n1,102,-1.6,1,96,-1,-5,95,-1,7
Cc1ccc(S(=O)(=O)Nc2c(O)c3ccccc3oc2=O)cc1,100,-0.8,0,109,-1,-3,103,9,-2
CC(C)(C)C(=O)Nc1cc(S(=O)(=O)N2CCCCC2)ccc1N1CCCCC1,85,3.5,1,95,1,-4,88,2,5
CS(=O)(=O)O/N=C1\CCCCC1c1ccc([N+](=O)[O-])cc1[N+](=O)[O-] (centres undefined),100,-0.9,2,110,-1,-6,97,-3,12
CNC(=O)Cn1nc(-c2ccc(Cl)cc2)c2ccccc2c1=O,101,-1.3,0,108,3,-1,108,5,8
C=CCOc1ccc(/C=C2\SC(=S)N(CCC(=O)O)C2=O)cc1,89,-4.1,0,99,9,6,86,4,-4
COc1ccccc1NC(=O)CCNS(=O)(=O)c1ccc2c(c1)CCN2C(C)=O,112,-0.3,0,114,4,3,105,-1,7
O=C(NCCSc1ccccn1)c1ccc(Cl)cc1,97,4.0,4,102,-2,0,90,-3,5
Cc1[nH]c2ccccc2c1SCc1ccccc1,86,0.0,0,99,-3,-3,76,2,0
Cn1c(N)c(C(=O)COC(=O)C2=NNC(=O)CC2)c(=O)n(C)c1=O,102,-0.2,2,94,-1,-1,97,-7,1
Cc1nc(N2CCN(C)CC2)c2cc(-c3ccccc3)sc2n1,117,-1.2,0,97,2,3,127,-1,2
Cc1nc2ncnn2c(C)c1CCC(=O)N1CCc2ccccc2C1,96,0.3,0,103,3,-2,95,2,22
O=C(CN(Cc1ccccc1)C(=O)CNS(=O)(=O)c1ccccc1)NCC1CCCO1 (centres undefined),93,-0.8,1,127,-5,2,90,1,-1
CCCc1cc(=O)[nH]c(SCC(=O)Nc2ccc(N3CCCCC3)cc2)n1,107,x,2,104,x,x,106,3,-5
Nc1nc2nc(-c3ccccc3)cc(=O)n2[nH]1,100,0.8,0,103,6,1,102,1,38
COc1ccc2sc(NC(=O)NC(=O)c3c(Cl)cccc3Cl)nc2c1,103,-0.6,4,115,5,0,99,6,5
CC(C)Oc1ccc(CC(=O)NNC(=S)Nc2ccccc2)cc1,118,-2.2,0,102,7,186*,98,0,8
O=C(CN1C(=O)c2ccccc2C1=O)N(CCO)Cc1ccccc1,94,-1.5,0,95,x,x,98,x,3
CC(C)COc1ccc(C(=O)OC2CC(C)(C)OCC2CN(C)C)cc1 (centres undefined),102,-1.2,0,101,3,-5,93,0,26
CC1CCCCC12NC(=O)N(Cc1cc(=O)n3ccsc3n1)C2=O (centres undefined),100,-4.2,3,90,4,0,98,-3,-3
COc1cc(/C=C2/NC(=O)N(Cc3ccccc3F)C2=O)ccc1Oc1ccc([N+](=O)[O-])cn1,x,-0.8,0,99,0,1,x,4,9
Cc1ccc(NC(=O)C(OC(=O)c2ccc(C=O)cc2)c2ccccc2)cc1Cl (centres undefined),106,0.7,3,95,6,0,99,10,5
COc1cccc(CN2CCNC(=O)C2CC(=O)NC2CCCCC2)c1OC (centres undefined),102,-4.9,1,110,14,14,105,8,6
COc1ccc(C(CNC(=O)COc2ccccc2)N2CCOCC2)cc1 (centres undefined),95,2.1,0,90,0,-1,81,0,17
CSCC[C@H](NC(=O)OC(C)(C)C)c1nnc(SCC=C(C)C)o1,106,1.1,0,110,-2,-7,87,2,0
CCCc1nn(-c2cc(Cl)ccc2OC)c2c1C(=O)CCC2,101,1.6,7,105,2,-1,105,-1,-22
Cc1cc(C(=O)NNC(=O)c2ccc(Cl)c(S(N)(=O)=O)c2)c(C)o1,100,x,0,97,x,x,103,2,6
O=c1c2c3c(sc2nc2n1CCCS2)CCCC3,101,-0.1,0,102,-5,-7,91,3,9
COc1ccc(C(C)NC(=O)c2ccoc2C)cc1OC (centres undefined),108,1.1,0,i,1,4,100,2,-10
CC(=O)N1CCOc2ccc(S(=O)(=O)NCc3ccc(C)cc3)cc21,103,-1.5,2,114,6,6,107,2,17
COc1cccc(NC(=O)CSc2nnc(CNC(=O)c3ccccc3F)o2)c1,97,x,1,103,3,5,96,2,-1
O=C(NCCNc1ccc([N+](=O)[O-])cc1)c1ccco1,106,1.9,0,99,7,-10,101,3,2
COc1ccc2[nH]c(=O)c(CN(CC3CCCO3)S(=O)(=O)c3ccccc3)cc2c1 (centres undefined),101,1.0,1,87,9,4,102,-3,11
Cc1cccc(C(=O)Nc2ccc(C(=O)N3CCCCC3C)cc2)c1 (centres undefined),105,1.4,0,97,2,-1,104,-1,0
Cc1ccc(C)c(NC(=O)CN(C)C(=O)Cc2coc3cc(C)c(C)cc23)c1,104,-1.4,0,102,4,7,95,-2,8
CC(C)(C)C1CCc2c(sc(NC(=O)C3CCCO3)c2C(N)=O)C1 (centres undefined),85,1.7,0,115,3,5,98,2,6
NC(N)=NN=C1CCCCCCCCCCC1,97,-0.5,0,96,3,11,89,-1,16
Cc1cccn2c(CN(C)CCC3CCCCO3)c(C(=O)N3CCCCC3)nc12 (centres undefined),101,-2.2,0,109,5,1,105,3,4
COc1ccc(CCNC(=O)CSc2nncn2N)cc1OC,106,3.0,2,96,5,-1,103,3,3
Cc1ccc(C(=O)C(NC(=O)c2ccco2)N2CCOCC2)cc1 (centres undefined),104,-3.3,2,95,0,7,93,4,2
Cc1ccc(C)c(NC(=O)CN(C)C(=O)c2ccc(-c3cccc(C(F)(F)F)c3)o2)c1,108,-1.8,0,106,3,3,98,0,0
O=C(NC(CO)c1ccccc1)c1ccco1 (centres undefined),102,-2.6,1,104,6,1,97,1,18
CC1(C)Cc2ccccc2C(NNC(=O)c2cccnc2)=N1,104,-0.2,0,127,5,7,104,0,-7
COCCc1ncc(CN2CCC(C(=O)Nc3ccc(-n4cccn4)cc3)CC2)cn1,91,-0.7,4,86,x,x,103,x,6
CCN(CC)CC#CCC(C)(c1ccccc1)c1ccccc1,100,1.3,0,91,2,4,90,-2,9
COCCn1nnnc1CN1CCC(NC(=O)Nc2cccc(OC)c2)CC1,87,2.1,1,95,3,1,94,-4,1
CCCCN(Cc1ccccc1)S(=O)(=O)c1ccc2c(c1)n(C)c(=O)c(=O)n2C,94,-0.4,0,112,-2,-3,95,2,8
O=[N+]([O-])c1ccc(S(=O)(=O)N(CC(O)CN2CCCCC2)c2ccccc2)cc1 (centres undefined),102,0.2,0,115,-2,2,103,8,-2
COc1ccccc1NC(=O)CSc1nc(N)cc(N)n1,95,-5.1,0,98,5,14,95,3,10
CC(C)(C)NC(=O)NC(=O)COC(=O)C1(C)CC1(Cl)Cl (centres undefined),102,-1.1,3,95,1,1,107,-2,7
CCOC(=O)CSC1=C(C#N)C(c2sccc2C)CC(=O)N1 (centres undefined),123,0.5,1,125,3,7,107,6,5
O=C(Nc1cccc2c1CCCC2)c1ccc(Br)o1,96,0.4,39,102,4,0,99,2,-12
O=C(N/N=C\c1cn(-c2ccccc2)nc1-c1ccccc1)c1ccc(Br)o1,104,-1.2,1,100,2,-3,95,3,-3
Cc1ccc(NNC(=O)c2cccs2)cc1Cl,105,2.0,1,66,9,4,97,2,4
Cc1nc2ncnn2c(C)c1CCC(=O)NC(C)c1ccc2c(c1)OCCO2 (centres undefined),100,4.0,0,108,4,-1,96,-1,8
CC(C(=O)Nc1ccccn1)(c1ccccc1)c1ccccc1,94,2.4,0,95,x,x,106,x,-1
COC(=O)Cn1c(=NC(=O)c2ccc([N+](=O)[O-])s2)sc2cc(Br)ccc21,66,-0.7,5,84,5,7,98,-2,-8
CC(C)(C)c1ccccc1OCCCCN1CCCC1,100,-0.7,0,100,7,2,99,7,6
Cc1noc(NS(=O)(=O)c2ccc(NC(=O)Cc3ccc([N+](=O)[O-])cc3)cc2)c1C,92,1.6,7,104,5,6,90,-7,-6

# Assay outcomes as filed in PubChem.
